# yeast mec2-1 – NCI yeast anticancer drug screen, S. cerevisiae mec2-1 strain | AID 157 | 9% of 79,000 active | % growth inhibition at 50 µM;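 also: 0% = growth of vehicle-only cultures of the same strain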
#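 Cells of the genetically defined mec2-1 yeast strain are incubated with test compound. Inhibition of growth is calculated against vehicle-treated controls.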
# mlh1 rad18 – NCI yeast anticancer drug screen, S. cerevisiae mlh1 rad18 strain | % growth inhibition at 50 µM | 11% of 79,000 active | AID 175;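 also: 0% = growth of vehicle-only cultures of the same strain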
#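 Growth inhibition of the yeast strain was measured after compound exposure and expressed relative to vehicle-treated controls. The strain carries defined defects in DNA damage repair.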
# yeast rad50 – NCI yeast anticancer drug screen, S. cerevisiae rad50 strain | 10% of 79,000 active | % growth inhibition at 50 µM;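 also: 0% = growth of vehicle-only cultures of the same strain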
#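 Compounds were tested on a yeast strain with an engineered DNA damage repair alteration; the reported value is growth inhibition normalised to vehicle treatment.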
# bub3 – NCI yeast anticancer drug screen, S. cerevisiae bub3 mutant strain. % growth inhibition at 50 µM. 9.9% of 78,000 active;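 also: 0% = growth of vehicle-only cultures of the same strain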
#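 Yeast carrying a defined mutation is treated with each compound, and growth is compared with that of vehicle-exposed cells to give inhibition.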
# yeast cln2 rad14 – NCI yeast anticancer drug screen, S. cerevisiae cln2 rad14 strain | growth inhibition, % at 50 µM | 8.3% of 78,000 active;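 also: 0% = growth of vehicle-only cultures of the same strain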
#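 Readout is yeast growth inhibition versus vehicle-treated controls, using a strain with cln2 and rad14 alterations exposed to compound.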
# sgs1 mgt1 – NCI yeast anticancer drug screen, S. cerevisiae sgs1 mgt1 strain | % growth inhibition at 50 µM | 10% of 78,000 active | AID 161;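 also: 0% = growth of vehicle-only cultures of the same strain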
#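 Yeast cells carrying a defined DNA-repair defect were exposed to test compounds. Growth inhibition was measured relative to vehicle-treated controls.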
# * = called active by the depositor; . = no result given; & = joins results of further samples. Rule as the data show it: active = growth inhibition above about 70%; inactive = the rest. This is a subset; count on the stated rates, not on these rows.
smiles	yeast mec2-1	mlh1 rad18	yeast rad50	bub3	yeast cln2 rad14	sgs1 mgt1
O=[N+]([O-])c1ccc(CS(=O)(=O)C(Cl)Cl)o1	59	96*	92*	48	79*	88*
NC(Cc1cc(Br)c(O)c(Br)c1)C(=O)O (stereo unspecified)	-12	21	-15	-6	-16	2
C=CC(=O)OC(C)C	11	16	22	34	-2	2
O=C1C(Cl)=C(Cl)C1(Cl)Cl	-20	-3	-4	.	.	.
CCN1CCC2(CC1)COCc1ccccc12	8	30	18	3	4	16
C#CCN(C)C(=O)N(CC#C)N=O	-5	-23	15	-7	-11	2
CCCCOC(N)=O	-12	0	-35	0	-20	29
O=C(O)C(Cc1ccc(N(CCCl)CCCl)cc1)C(=O)O	5	-2	-10	-6	13	-18
C[C@]12CCC(=O)C=C1CC[C@@H]1C2CC[C@@]2(C)C1CC[C@@H]2OC(=O)C12OC1CCC2=O (stereo partly specified)	89*	85*	86*	85*	65	89*
C=CCc1cc(-c2cc(CC=C)c(O)c(CN(CCCl)CCCl)c2)cc(CN(CCCl)CCCl)c1O	50	44	41	60	43	47
CCOC(=O)c1cc(N(CCCl)CCCl)ccc1OC(=O)CC	-7	30	4	6	-32	20
CN1C2CCC1CC(=O)C2	-48	-27	-15	-30	-8	-33
Cc1nc(N)ncc1C(=O)C(C)N(C)C (stereo unspecified)	-12	-6	2	9	0	-5
COc1ccc(C(=O)Cc2c(C(=O)c3ccccc3)c3ccccc3n2C(=O)c2ccccc2)cc1	-18	6	-2	-23	-58	-10
O=c1oc2ccccc2c(O)c1C(c1cnc2ccccc2c1)c1c(O)c2ccccc2oc1=O	40	47	33	-6	26	13
O=C(Nc1ccccc1)c1cc([N+](=O)[O-])ccc1O	92*	98*	96*	90*	32	62
N#CCc1ccc(F)cc1	-19	-3	3	-17	2	-32
NC[CH2][Sn]([c]1ccccc1)([CH]1CCCCC1)[CH]1CCCCC1	99*	99*	99*	99*	97*	93*
CN1C2CCC1[C@H](COC(=O)c1ccccc1)[C@@H](OC(=O)c1ccccc1)C2 (stereo partly specified)	5	24	27	24	28	-2
O=P(CCl)(Oc1ccc(Cl)cc1)Oc1ccc(Cl)cc1	16	-10	21	8	-19	6
CN(C)CCN=C(N)N[N+](=O)[O-]	4	-38	1	2	-96	-15
Cc1cc(C)[c]([Hg][Cl])c(C)c1	99*	98*	98*	99*	96*	99*
COc1ccc2c(c1)c(CC(C)[N+](=O)[O-])c(C)n2Cc1ccccc1 (stereo unspecified)	8	7	6	-3	-10	6
COc1cc2c(c3oc4cccc(O)c4c(=O)c13)[C@@H]1C=CO[C@@H]1O2	-15	-9	-12	-9	26	-7
CC[C@@]1(O)C(=O)OCc2c1cc1n(c2=O)Cc2cc3cc(OC)ccc3nc2-1	.	.	.	84*	81*	87*
CC1(C)OC2(C)CCC1C(O)C2N1CCOCC1 (stereo unspecified)	2	8	-31	1	4	-4
CN(C)CCc1ccc(Cl)cc1Cl	14	22	11	4	7	-2
O=P(c1ccccc1)(c1ccccc1)c1ccccc1.O=P(c1ccccc1)(c1ccccc1)c1ccccc1.O=P(c1ccccc1)(c1ccccc1)c1ccccc1.O=P(c1ccccc1)(c1ccccc1)c1ccccc1.[Co+2].[O-][Cl+3]([O-])([O-])O	3	16	23	14	21	18
CCCCCCCCCCOP(OCCCCCCCCCC)Oc1ccccc1	-5	7	47	0	10	2
CN(C)CC#CCN(C)C	5	7	28	0	-11	-1
COc1ccc(NC2=NCCO2)c2ccccc12	-42	-21	-12	-13	0	-31
CCC[CH2][Sn]1([CH2]CCC)[O]CC(CN(C)Cc2ccccc2)[O]1 (stereo unspecified)	90*	82*	89*	88*	89*	20
COC(=O)[C@H]1[C@H]2CCOC1(c1cc(OC)c(OC)c(OC)c1)c1cc3c(cc1[C@H]2O)OCO3	-63	-1	-6	-38	-14	-22
CCCCN1C(=O)C2C(C1=O)C1(Cl)C(Cl)=C(Cl)C2(Cl)C1(Cl)Cl (stereo unspecified)	96*	77*	95*	76*	99*	99*
O=P(OCCCCCl)(OCCCCCl)C(Cl)Cl	-12	6	-6	4	6	1
S=C(SSC(=S)N(Cc1ccccc1)Cc1ccccc1)N(Cc1ccccc1)Cc1ccccc1	12	12	-2	-21	-14	3
COc1ccc2c(c1O)C13C=C(OS(=O)(=O)c4ccc(C)cc4)C=CC1C(C2)N(C)CC3 (stereo unspecified)	-4	4	40	-2	14	35
COc1cc(C(c2c(O)c3ccccc3oc2=O)c2c(O)c3ccccc3oc2=O)cc(OC)c1OC	-8	-3	-2	-12	1	-10
O=S1(=O)OCCCOS(=O)(=O)C1(Br)Br	-3	-40	-20	-35	0	-22
CCC1(C(C)CC(C)C)C(=O)NC(=O)NC1=O (stereo unspecified)	3	-15	1	5	8	-6
O=P(Oc1ccccc1)(Oc1ccccc1)C(O)C(Cl)(Cl)Cl (stereo unspecified)	-3	5	8	4	6	0
Cn1c(O)c(N=O)c(=O)n(C)c1=O	-9&10	13&-14	21&29	-6&-10	-1&8	8&-1
CCN1CC2(CO)CCC(OC)C34C5CC6C(OC)CC(O)(C5C6OC)C(O)(C(OC)C23)C14 (stereo unspecified)	-17	7	2	-13	9	3
S=c1[nH]c2ccccc2[nH]1	2	-26	-10	-14	-87	5
O=C/C=C/c1ccccc1	-10	0	7	12	2	6
O=C(O)c1cccc2cc3cccc[n+]3cc12	-5	0	2	11	-42	-5
CCOP(=O)(OCC)/C(=C/c1cccs1)CC(C)=O	-58	-76	8	-26	15	-28
O=c1[nH]cnc2c1ncn2-c1ccc(N(CCCl)CCCl)cc1	13	15	4	-12	-20	16
O=C(CN1CCOCC1)C(O)C(O)C(O)CO (stereo unspecified)	-14	4	-15	0	-4	-1
CCC1(CCC(C)C)C(=O)NC(=Nc2ccccc2)NC1=O (stereo unspecified)	-13	-18	-4	8	-44	2
Cc1ccc(NC(=O)/C=C/c2ccc([N+](=O)[O-])cc2)cc1S(=O)(=O)F	28	15	-2	45	-6	30
CCNCC(O)c1ccc(N)c([N+](=O)[O-])c1 (stereo unspecified)	-9	-21	0	-26	15	-15
Clc1ccc2oc3ccc(Cl)cc3c2c1	1	17	17	12	16	5
CN(C)C(=S)Oc1cc(Cl)c(S(=O)(=O)F)cc1Cl	99*	99*	100*	99*	96*	99*
CN(C)CCC(C)(C#N)c1ccccc1 (stereo unspecified)	6	21	9	14	-7	-5
Cc1cc(Cl)ccc1[NH-].Cc1cc(Cl)ccc1[NH-].[Cl][Pt+2][Cl]	13	30	35	18	2	31
COc1cc(N=Nc2cccc(C(=O)O)c2)ccc1N(CCCl)CCCl	-16	-23	-12	-3	18	-31
CN(C)c1ccc(N=Cc2c([O-])ccc3ccccc23)cc1.[C-]#[O+].[C-]#[O+].[Ir]	60	71*	83*	82*	77*	78*
Cc1nc(N)c(N2CCN([N+](=O)[O-])CC2)c(=O)[nH]1	-27	-32	-25	-16	2	-17
CCCCCCCCCCCCCCC(=O)[O][Hg][c]1ccccc1	99*	99*	99*	99*	99*	99*

# Later entries.
smiles	yeast mec2-1	mlh1 rad18	yeast rad50	bub3	yeast cln2 rad14	sgs1 mgt1
O=C1NC(=O)C2C3CCC(O3)C12 (stereo unspecified)	-3	-14	16	-5	-67	17
CC1CCC2C(C)C3C(CC4C5CC=C6CC(OC7OC(CO)C(O)C(OC8OC(CO)C(O)C(O)C8O)C7OC7OC(C)C(O)C(O)C7O)CCC6(C)C5CCC43C)N2C1 (stereo unspecified)	-8&12	15&36	9&-3	2&-2	-9&-6	10&-6
CCC(CC)(COC(N)=O)COC(N)=O	-4	1	4	5	4	5
COc1cc(C[C@H]2c3cc(OC)c(OC)c(O)c3CCN2C)c(Oc2cc3c(cc2OC)-c2c(OC)c(OC)c(OC)c4c2C(C3)N(C)CC4)cc1OC (stereo partly specified) (tested in a mixture with another compound)	34	80*	65	62	45	48
CNC(=O)Oc1ccc2ccccc2c1	-10	2	6	3	-26	4
Oc1ccccc1C=NCCN=Cc1ccccc1O.[Fe]	22	14	12	46	6	5
ICCN(CCI)c1ccc2c(ccc3ccccc32)c1	11	34	13	-6	20	23
CS(=N)(=O)CCC(N)C(=O)O (stereo unspecified)	10	15	11	2	19	-4
COc1cc(CC(=O)N2CC2)cc(OC)c1OC	-3	-14	8	14	39	-14
NC1=NC(=O)C(c2ccccc2)(c2ccccc2)O1	-9	-4	-1	-19	-1	6
CC(C)C1(NC(=O)C2CC3c4cccc5[nH]cc(c45)CC3N(C)C2)OC2(O)C3CCCN3C(=O)C(Cc3ccccc3)N2C1=O (stereo unspecified)	91*	83*	86*	86*	84*	87*
Fc1ccccc1N=C=S	-12	3	5	15	18	6
O=P1(N(CCCl)CCCl)OC(c2ccccc2)=CCN1c1ccccc1 (stereo unspecified)	20	35	1	50	32	57
CCOP(=O)(OCC)/C(C#N)=C/c1cnc[nH]1	-31	-55	-52	-20	-17	-38
CN(C)CCNC(=O)c1cc([N+](=O)[O-])cc2c1Oc1ccccc1O2	-13	-7	-7	-7	17	-7
NCC(O)c1cccc(O)c1 (stereo unspecified)	40	65	70*	75*	60	66
CCC[CH2][Sn]([F])([CH2]CCC)[O][Sn]([F])([CH2]CCC)[CH2]CCC	99*	98*	98*	98*	98*	98*
CCCCCC[C@H]1CC(=O)C2CCCC[C@@]23CC[C@H](CCl)N13 (stereo partly specified) (tested in a mixture with another compound)	28	-51	-5	-13	16	-4
COc1ccc(/C=C/[N+](=O)[O-])c(OC)c1OC	93*	88*	85*	92*	54	93*
CC(C)(C)N1COCO[C@H]2CCC[C@@H]21	5	1	-8	3	-6	6
NP(=S)(Oc1ccc(Cl)cc1)Oc1ccc(Cl)cc1	65	91*	97*	49	61	98*
Cc1cccc(OCC(O)CN2CC2)c1 (stereo unspecified)	90*	88*	87*	88*	88*	89*
CCC(=O)C(CCN1CCC(N2C(=O)C(CCC#N)c3ccccc32)CC1)(c1ccccc1)c1ccccc1 (stereo unspecified)	-23	32	-8	10	3	11
CCC(C)(Cl)c1ccccc1 (stereo unspecified)	-22	-14	-12	-21	0	-14
O=C1NC(=O)C([N+](=O)[O-])C(=O)N1	30	19	63	67	48	34
[C-]#[O+].[C-]#[O+].[Ir].[O-]c1ccc2ccccc2c1N=Nc1ccccc1	69	70	74*	55	51	62
COc1cc(N=Nc2ccc([N+](=O)[O-])cc2)c([OH+]C)cc1[N+]#N.COc1cc(N=Nc2ccc([N+](=O)[O-])cc2)c([OH+]C)cc1[N+]#N.[Cl][Zn][Cl]	-1	13	7	18	-3	-2
CC(=O)c1ccccc1O	-11&11	-4&-29	2&11	4&-17	2&-13	0&-53
NC(Cc1cnc[nH]1)C(=O)NC(Cc1cnc[nH]1)C(=O)O (stereo unspecified)	9	8	-5	4	11	-2
Cc1ccccc1[N+](=O)[O-]	14	-3	19	-10	9	2
CSc1nc2cc(Cl)ccc2c2c1C=NCCN2	19	4	29	-24	-43	14
CCCCCCCCCCCCCCCCCC[N+](C)(C)C (tested in a mixture with another compound)	13	-2	2	-1	13	73*
O=C1NC2(CCCCC2)C(=O)N1CCCCCN(CCCl)CCCl	18	0	23	-10	-25	2
N#Cc1ccc(NN=O)nc1	-18	-29	0	-13	-30	-17
SCc1ccccc1.[Cu+2]	-16	-3	-1	-51	-35	0
Cc1ccc2c(c1)Cc1ccccc1-2	-17	35	23	10	24	17

# Reprinted from above (seven entries):
smiles	yeast mec2-1	mlh1 rad18	yeast rad50	bub3	yeast cln2 rad14	sgs1 mgt1
Cc1ccccc1[N+](=O)[O-]	14	-3	19	-10	9	2
CSc1nc2cc(Cl)ccc2c2c1C=NCCN2	19	4	29	-24	-43	14
CCCCCCCCCCCCCCCCCC[N+](C)(C)C (tested in a mixture with another compound)	13	-2	2	-1	13	73*
O=C1NC2(CCCCC2)C(=O)N1CCCCCN(CCCl)CCCl	18	0	23	-10	-25	2
N#Cc1ccc(NN=O)nc1	-18	-29	0	-13	-30	-17
SCc1ccccc1.[Cu+2]	-16	-3	-1	-51	-35	0
Cc1ccc2c(c1)Cc1ccccc1-2	-17	35	23	10	24	17
